VIM-2 inh = VIM-2 metallo-beta-lactamase inhibitors, primary screen, biochemical, epi-absorbance readout, Pseudomonas aeruginosa enzyme; AID 1527, 2009; inhibition, % at 5.6 µM; actives 0.89% (n = 290,000); purified VIM-2, nitrocefin hydrolysis, epi-absorbance fluorescence;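 active = inhibition above the mean of all tested compounds plus 3 SD, cutoff set per screening run, cut at about 7.5% in these data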;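 note: red hydrolysis product quenches plate fluorescence so inhibitors raise well fluorescence; 0% = enzyme with DMSO and 100% = DMSO without enzyme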
GPR7 antagonist = GPR7 receptor antagonists, primary screen, cell-based, fluorescence, single concentration; inhibition, % at 4.4 µM; Neuropeptides B/W receptor type 1 (Homo sapiens), P48145; GPR7-expressing cells, fluorescence antagonist assay; AID 1861, 2009; actives 1.1% (n = 290,000); in the data active = inhibition above about 16%, passing the limit was not always enough;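 note: cells stimulated with the agonist NPW; 0% = agonist with vehicle and 100% = vehicle without agonist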
Target sequence (P48145 whole entry, looked up): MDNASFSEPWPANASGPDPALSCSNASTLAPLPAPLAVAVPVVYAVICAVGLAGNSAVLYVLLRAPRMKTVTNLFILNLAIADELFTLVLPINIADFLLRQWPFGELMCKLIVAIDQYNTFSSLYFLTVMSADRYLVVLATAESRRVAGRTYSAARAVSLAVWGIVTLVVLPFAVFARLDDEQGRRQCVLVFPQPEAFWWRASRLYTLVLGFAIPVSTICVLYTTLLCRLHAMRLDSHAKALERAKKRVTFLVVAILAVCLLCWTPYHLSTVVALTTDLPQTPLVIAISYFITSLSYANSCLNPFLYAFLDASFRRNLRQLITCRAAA
IMP-1 inh = IMP-1 metallo-beta-lactamase inhibitors, primary screen, biochemical, epi-absorbance readout, Pseudomonas aeruginosa enzyme | purified IMP-1, nitrocefin hydrolysis, epi-absorbance fluorescence | actives 0.45% (n = 290,000) | inhibition, % at 5.6 µM | metallo-beta-lactamase IMP-1 (Pseudomonas aeruginosa);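 active = inhibition above the mean plus 3 SD of all compounds in the same screening run, cut at about 4.5% in these data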;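 note: 0% = IMP-1 with DMSO and 100% = DMSO wells lacking enzyme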
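Assay system: purified recombinant IMP-1 beta-lactamase. Input: IMP-1 0.2 nM before substrate addition. Buffer or medium: Zinc- and detergent-supplemented HEPES buffer, pH 7.1. Schedule: 25 °C, 15 min preincubation, 25 min reaction. Signal: Epi-absorbance fluorescence, 480 nm excitation, 530 nm emission. Evaluation: percent inhibition from optical density relative to buffer-blank wells.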
PHOSPHO1 block = PubChem AID 1565; Phosphoethanolamine/phosphocholine phosphatase (Homo sapiens), Q8TCT1; recombinant PHOSPHO1, absorbance phosphatase assay; inhibition, % at 13.3 µM; actives 1.1% (n = 290,000); in the data active = inhibition above about 60%
DNA FID counter = compounds displacing fluorescent DNA intercalator, primary screen, artefact control for HCV NS3 helicase inhibitor project, biochemical, FID fluorescence; AID 1845, 2009; inhibition, % at 7.9 µM; DNA fluorescent intercalator displacement; actives 0.17% (n = 290,000); in the data active = inhibition above about 37%;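 note: 0% = vehicle and 100% = reference compound; higher means more ethidium bromide displaced from hairpin DNA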
GalR3 antag = GalR3 antagonists in HEK293 cells, primary screen, cell-based, fluorescence readout; actives 0.44% (n = 360,000); HEK293 GalR3-CNG cAMP membrane potential fluorescence; galR3 body fused to GalR1 C-terminus; inhibition, % at 3 µM; Galanin receptor type 3 (Homo sapiens), O60755;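 active = inhibition above the screen-wide average plus 3 SD, cut at about 13% in these data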;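 note: forskolin and galanin both at EC90 stimulate the cells; cAMP rise reported by CNG channel membrane potential dye signal; 0% = forskolin plus galanin with DMSO and 100% = forskolin alone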
Target sequence (O60755 1-299 limits assumed): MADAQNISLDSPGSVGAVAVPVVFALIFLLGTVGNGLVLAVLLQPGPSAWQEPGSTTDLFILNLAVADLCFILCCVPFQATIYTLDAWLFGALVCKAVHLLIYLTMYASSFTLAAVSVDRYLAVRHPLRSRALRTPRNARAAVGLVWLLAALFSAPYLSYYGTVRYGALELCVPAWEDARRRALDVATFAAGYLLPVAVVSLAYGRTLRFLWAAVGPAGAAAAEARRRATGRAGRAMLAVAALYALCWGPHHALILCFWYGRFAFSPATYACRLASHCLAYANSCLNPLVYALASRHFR
OXTR agonist = human OXTR agonists, primary screen, fluorescence, CHO-OTR cells, Fluo-8 calcium; activation, % at 3 µM; Oxytocin receptor (Homo sapiens), P30559; AID 2435, 2010; actives 0.32% (n = 320,000); Fluo-8 calcium fluorescence; normalized: DMSO 0%, oxytocin 100%;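 active = activation above the mean of all tested compounds plus 3 SD, cutoff set per screening run, cut at about 20% in these data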;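 note: peak over basal fluorescence ratio from a 100 s FLIPR kinetic read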
Target sequence (P30559 whole entry, looked up): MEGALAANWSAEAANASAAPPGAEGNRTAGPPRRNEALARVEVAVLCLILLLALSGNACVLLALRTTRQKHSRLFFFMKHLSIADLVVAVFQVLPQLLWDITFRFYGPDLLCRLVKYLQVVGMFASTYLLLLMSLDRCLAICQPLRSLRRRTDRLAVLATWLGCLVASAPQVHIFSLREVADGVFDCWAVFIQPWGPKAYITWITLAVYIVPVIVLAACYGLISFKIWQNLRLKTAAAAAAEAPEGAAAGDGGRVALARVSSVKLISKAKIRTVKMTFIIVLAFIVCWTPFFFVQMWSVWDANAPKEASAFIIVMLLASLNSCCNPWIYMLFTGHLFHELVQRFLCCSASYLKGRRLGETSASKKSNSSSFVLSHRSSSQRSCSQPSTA
V1R ag counter = agonists of human V1a receptor, primary screen, counter-screen for OXTR agonist project, fluorescence, CHO-V1R cells; activation, % at 3 µM; AID 2797, 2010; Vasopressin V1a receptor (Homo sapiens), P37288; Fluo-8 calcium fluorescence, agonist mode; 0% DMSO, 100% 3 nM vasopressin; actives 0.25% (n = 320,000);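 active = activation above the mean activation of all tested compounds plus 3 SD, per screening run, cut at about 20% in these data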;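 note: signal is peak over basal fluorescence ratio across a 100 second FLIPR read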
NS3 helicase inh = inhibitors of HCV NS3 helicase, primary screen, biochemical, Cy5 molecular beacon fluorescence; Hepatitis C virus NS3 helicase; NS3 helicase DNA unwinding; inhibition, % at 10.9 µM; actives 0.56% (n = 290,000);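 active = inhibition above the mean of all tested compounds plus 3 SD, set per campaign, cut at about 35% in these data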;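 note: 0% = DMSO wells and 100% = thioflavine S control wells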
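Compound dosing – single dose, 10.9 µM nominal final, DMSO 0.8% final · System – NS3 helicase fragment of HCV · Buffer or medium – MOPS pH 6.5, MgCl2, DTT, Tween20, BSA · Signal – Cy5 beacon fluorescence read at start and 1 h · Also added – annealed dual-labelled DNA beacon duplex, ATP-started · Schedule – 1 h at 25 °C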
* = called active by the depositor; nt = no result given.

Screens in order – VIM-2 inh	GPR7 antagonist	IMP-1 inh	PHOSPHO1 block	DNA FID counter	GalR3 antag	OXTR agonist	V1R ag counter	NS3 helicase inh
> CCOC(=O)CNc1ncc(C(F)(F)F)cc1Cl
    -3.2	-3	-0.4	41	-8	-4	0.8	0.3	-1
> O=C(Nc1ccccc1F)c1oc2ccccc2c1NC(=O)C1CC1
    -0.4	-11	-0.9	40	-6	-1	-0.4	-0.5	2
> CC(/C=C/c1ccccc1)=N\NC(=O)CCc1ccccc1
    -1.3	-10	-0.4	53	-5	-8	-2.7	-0.4	3
> S=c1[nH]nc(-c2ccco2)n1C1CCCCC1
    25*	7	-1.8	-58	-9	-1	-0.8	-0.4	13
> O=C(CN1CCC(NC(=O)c2ccco2)CC1)Nc1ccccc1C(F)(F)F
    -0.6	-17	-2.3	40	-25	-4	0.9	2.0	-2
> O=S(=O)(Cc1ccccc1)Nn1cnnc1
    0.1	-5	-2.5	-3	-2	-7	0.5	0.1	-13
> COC1=C/C(=C/c2c(O)c(C#N)c3ccccn23)C=CC1=O
    -1.0	1	-1.4	-3	-4	9	2.3	2.9	-2
> COc1ccc(CNC(=O)C/C(C)=N/NC(=O)c2ccc([N+](=O)[O-])cc2Cl)cc1
    2.1	-14	-0.3	21	-5	-4	0.3	0.8	2
> O=C(COc1ccc(F)cc1)c1c(O)cc(O)cc1O
    -1.2	-15	-2.1	4	-6	-7	1.2	0.2	13
> CC(C)Oc1ccc(NC(N)=O)cc1
    -1.6	-8	-2.3	11	0	-4	0.7	0.1	-11

Three of the entries above in order of their number in GPR7 antagonist, low to high:
SMILES | GPR7 antagonist
O=S(=O)(Cc1ccccc1)Nn1cnnc1 | -5
CCOC(=O)CNc1ncc(C(F)(F)F)cc1Cl | -3
COC1=C/C(=C/c2c(O)c(C#N)c3ccccn23)C=CC1=O | 1

Next section.
Screens in order – VIM-2 inh	GPR7 antagonist	IMP-1 inh	PHOSPHO1 block	DNA FID counter	GalR3 antag	OXTR agonist	V1R ag counter	NS3 helicase inh
> CC(=O)c1ccc(S(=O)(=O)Nc2ccc(C(=O)NCC(c3ccccc3)N(C)C)cc2)cc1 (stereo unspecified)
    0.3	0	-2.8	17	11	-2	-0.3	-0.2	-19
> CN(C)C(=O)c1cc(-c2ccccc2)no1
    -2.9	-5	-3.0	4	-1	-6	-0.7	0.2	7
> COc1ccc(N2CCN(C(=O)c3ccc(N4CCCCS4(=O)=O)cc3)CC2)cc1
    -0.8	2	0.7	18	-34	5	0.9	4.5	14
> CC1(C)NC(=O)N(CC(O)CN2CCCCC2)C1=O (stereo unspecified)
    -4.9	-11	-3.4	21	-2	1	0.6	0.1	2
> O=C(CSc1nc(-c2ccco2)cc(C(F)(F)F)n1)NCCCn1ccnc1
    -1.7	-14	-4.1	18	1	5	-0.2	0.7	-2
> CC(=O)N1CCN(c2ccccc2NC(=O)c2cccc3c(Cl)cccc23)CC1
    -2.5	-4	-4.8	26	-43	-5	nt	nt	-15
> COc1ccc(-c2noc(CSc3nc(N)c(-c4ccccc4)c(=O)[nH]3)n2)cc1OC
    2.1	-18	-3.9	18	-18	-3	-2.2	2.6	-3
> O=S1(=O)N=C(Nc2ccc(O)c(CN3CCCCC3)c2)c2ccccc21
    0.5	2	-3.0	5	6	0	-0.2	-0.6	-9
> O=C(Nc1ccccc1O)c1nc(Cl)ccc1Cl
    -2.4	-9	-3.3	-13	1	-1	-1.0	0.8	2
> O=C(Cc1ccc([N+](=O)[O-])cc1)OCc1c(F)cccc1Cl
    -1.4	22	-3.4	14	-5	-6	-1.7	-1.3	1

(listing goes on)
Screens in order – VIM-2 inh	GPR7 antagonist	IMP-1 inh	PHOSPHO1 block	DNA FID counter	GalR3 antag	OXTR agonist	V1R ag counter	NS3 helicase inh
> CCCCc1nc2cc(C(=O)N(C)C3CCOCC3)ccc2o1
    -1.6	-9	-2.5	46	-26	1	0.4	0.8	7
> O=C(Nc1nnc(C2CC2)s1)c1ccco1
    -2.2	-1	-3.7	6	9	-11	-0.1	1.1	-12
> Cc1noc(C(=O)Nc2ccc3c(c2)OCO3)c1Cl
    -2.9	-7	-4.8	14	-2	0	-0.5	0.4	3
> CN(C)C(=S)Nc1ccc2c(c1)OCCO2
    -1.7	-9	-1.9	3	3	-1	1.9	-0.9	-13
> COc1ccc(N2C(=NC(=O)CC3CCCCC3)SC3CS(=O)(=O)CC32)cc1 (stereo unspecified)
    -2.4	1	-4.8	34	-6	-7	0.4	0.8	15
> Cc1ccc(CONC(=O)c2ccccc2)cc1
    -0.2	-8	-1.6	40	-9	-6	-1.1	-0.8	-1
> CCC(=O)c1ccc(OCC(O)Cn2nc(C)c(C(C)=O)c2C)cc1 (stereo unspecified)
    -1.8	-9	-3.0	-12	-15	-4	1.4	3.1	2
> Nn1c(SC/C=C/c2ccccc2)nnc1-c1cccnc1
    -2.1	13	-2.5	-51	0	-6	0.2	-0.4	8
> O=c1cc(CSc2nnc(COc3cccc4ccccc34)o2)c2ccccc2[nH]1
    1.8	6	0.2	38	3	-5	0.8	0.2	11
> COc1cccc(S(=O)(=O)N2CCN(C(=O)c3ccco3)CC2)c1
    -1.3	-2	-4.5	30	-6	-3	0.1	-0.1	4

Next part
Screens in order – VIM-2 inh	GPR7 antagonist	IMP-1 inh	PHOSPHO1 block	DNA FID counter	GalR3 antag	OXTR agonist	V1R ag counter	NS3 helicase inh
> COCCOC1CCN(C(=O)C2CCC(=O)N(CCc3ccc(OC)cc3)C2)CC1 (stereo unspecified)
    -0.6	-8	-2.1	27	-39	-9	0.6	0.5	4
> COc1cccc(NC(=O)C(NC2CCCC2)c2ccccc2)c1 (stereo unspecified)
    0.9	4	-1.1	7	-6	-1	-1.3	-0.3	-11
> Cc1cccc(-n2cnc(C(=O)O)c2)n1
    9.7*	1	-0.9	-4	10	-7	0.2	1.3	-5
> O=C(Nc1nnc(-c2ccncc2)o1)c1ccccc1
    -2.8	-1	-2.4	-107	-3	-1	0.3	0.0	-8
> Cc1sc2ncn3c(C)nnc3c2c1C
    10.0*	-14	-1.0	-16	1	-2	-0.9	0.7	-5
> O=C(N/N=C/c1ccccc1)C(=O)N/N=C/c1ccccc1
    -2.0	-3	-5.3	30	-18	-7	0.6	1.7	-2
> Cc1cccc(NC(=S)NC(=O)/C=C/c2ccco2)c1
    -5.5	20	-2.4	-3	-15	-2	-0.3	0.1	35
> Cc1ccc(CNC(=O)CN(C)S(=O)(=O)c2cccs2)cc1
    -3.0	-15	-3.6	-27	-5	-7	-0.8	-0.4	10
> CCN(CC)S(=O)(=O)c1cc(NC(=O)COC(=O)c2sc3ccccc3c2Cl)ccc1C
    -1.6	2	-2.6	-6	1	-1	0.7	1.2	-17
> COc1ccccc1NC(=O)CN1C(=O)CCS(=O)(=O)c2ccccc21
    -3.4	8	-1.8	6	-6	1	0.2	0.6	-1

In the list so far, these have an NH in an aromatic ring:
Screens in order – VIM-2 inh	GPR7 antagonist	IMP-1 inh	PHOSPHO1 block	DNA FID counter	GalR3 antag	OXTR agonist	V1R ag counter	NS3 helicase inh
> S=c1[nH]nc(-c2ccco2)n1C1CCCCC1
    25*	7	-1.8	-58	-9	-1	-0.8	-0.4	13
> COc1ccc(-c2noc(CSc3nc(N)c(-c4ccccc4)c(=O)[nH]3)n2)cc1OC
    2.1	-18	-3.9	18	-18	-3	-2.2	2.6	-3
> O=c1cc(CSc2nnc(COc3cccc4ccccc34)o2)c2ccccc2[nH]1
    1.8	6	0.2	38	3	-5	0.8	0.2	11

The results go on:
Screens in order – VIM-2 inh	GPR7 antagonist	IMP-1 inh	PHOSPHO1 block	DNA FID counter	GalR3 antag	OXTR agonist	V1R ag counter	NS3 helicase inh
> COc1cccc(N2CCN(C(=S)NCc3ccco3)CC2)c1
    -6.5	-6	-2.9	-62	-10	-5	-0.3	1.4	1
> Cc1ccc(-c2cc(C(F)F)nc(NCc3cccnc3)n2)cc1
    -0.6	-7	-2.9	-13	-25	-6	9.6	-0.6	-16
> O=S(=O)(c1ccc(C(F)(F)F)cc1)N1CCN(CCc2ccccc2)CC1
    -1.8	-3	-2.9	40	-20	-1	-0.7	0.6	-4
> CC1CCN(C(=O)c2ccccc2NC(=O)c2cccc(S(=O)(=O)N(C)C)c2)CC1
    -2.9	-5	-2.1	14	-25	-2	-0.6	0.1	0
> CCOc1ccc(C(=O)NCC(=O)NC(C)CCc2ccccc2)cc1OCC (stereo unspecified)
    -2.8	-15	-1.5	31	-48	-2	nt	nt	32
> O=C(Nc1ccc2c(c1)OCO2)c1cc(C2CC2)on1
    -1.3	10	-0.9	14	0	nt	-2.1	0.4	-4
> N#Cc1ccc(-n2c(-c3ccccc3)nnc2-c2ccccc2)cc1C#N
    -2.6	-3	-3.4	-17	-17	-10	-1.9	-0.5	-7
> Cc1ccc(C(=O)OCc2c(C)noc2C)cc1NC(=O)c1ccco1
    -2.3	-7	-2.6	32	-26	-2	-0.5	-0.9	-1
> O=C(C1CCCO1)N1CCC(O)(c2ccccc2)CC1 (stereo unspecified)
    -3.8	-14	-0.5	-4	-4	-2	-0.3	1.2	-11
> COc1cc(NC(=O)c2ccc3c(SCC(=O)O)c4c(nc3c2)CCCC4)cc(OC)c1OC
    1.0	1	-0.3	28	-24	-6	1.0	0.5	8
> Cc1cccc(NC(=O)c2cccc(OC(=S)N3CCOCC3)c2)c1
    -1.2	-10	-1.6	39	-23	-10	7.0	4.8	-4
> COc1cccc(-c2cc(C(=O)Nc3cccnc3)c3ccccc3n2)c1
    0.3	-8	-1.4	16	-13	-2	-0.2	1.8	-8

Bioassay records deposited in PubChem BioAssay by several laboratories.
